ABCB6 inh MLPCN = inhibitors of human ABC transporter ABCB6; 0.19% of 360,000 active; K562-ABCB6 porphyrin accumulation, flow cytometry, 1 h; hits give low values; AID 602162; Q9NP58; fluorescence ratio to DMSO, % at 10 µM;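 active = fluorescence ratio to DMSO below 75%, the collection mean minus 3 SD; inconclusive = too few cells collected in the well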;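 also: signal is porphyrin accumulated inside mitochondria; 100% equals median channel fluorescence of DMSO control wells; lower ratio means ABCB6 inhibition with less porphyrin fluorescence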
MC4R barr agon = human MC4R agonism via beta-arrestin; U2OS MC4R beta-arrestin complementation, luminescence; percent of melanotan II response, DMSO zero; 0.98% of 360,000 active; P32245; activation, % at 8.9 µM;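 active = activation above a per-plate cutoff, the mean activation of sample wells on that plate plus 3 SD, cut at about 8% in these data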
Target sequence (P32245 whole entry, looked up): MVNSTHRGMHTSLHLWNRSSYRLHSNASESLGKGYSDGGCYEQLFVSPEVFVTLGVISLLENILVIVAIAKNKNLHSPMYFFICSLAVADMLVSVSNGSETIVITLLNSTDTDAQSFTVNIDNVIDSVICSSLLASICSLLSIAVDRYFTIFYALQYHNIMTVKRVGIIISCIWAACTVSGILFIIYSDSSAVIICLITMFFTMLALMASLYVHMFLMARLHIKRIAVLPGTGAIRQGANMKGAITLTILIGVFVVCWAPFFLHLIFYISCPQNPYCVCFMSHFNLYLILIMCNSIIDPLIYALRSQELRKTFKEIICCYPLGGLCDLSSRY
H9c2 protect = modulators protecting cardiomyocytes from myocardial damage; H9c2 cardiomyocytes, H2O2 injury protection, ATPLite, 2 h; protection from H2O2 cell death, % at 20 µM; 0.63% of 360,000 active;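 active = compounds giving at least 50% protection of heart cells from peroxide-induced death in the single-dose screen, raw or plate-pattern-corrected value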;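 also: 0% = DMSO wells with peroxide and 100% = DMSO wells without peroxide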
CaV13 ICDI inh = Primary screen for inhibitors of IQ motif and Ca2+-dependent inactivation inhibitor domain binding in CACNA1D, Förster resonance energy transfer in living cells, …; HEK cells, CFP/YFP FRET ICDI-IQ, plate reader, 10 min; percent FRET-ratio fall versus neutral wells; inhibition, % at 12.3 µM; 0.098% of 340,000 active; AID 743397;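 active = mean replicate inhibition of at least 30% and at least 1% of replicates passing that level; inconclusive = only one of the two criteria is met; inactive = neither criterion is met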;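 also: 0% = median of the neutral control wells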
MC4R antag cAMP = human MC4R antagonism in cAMP assay | MC4R-expressing cells, MTII-stimulated cAMP, LANCE TR-FRET | inhibition, % at 6.5 µM | 0.48% of 360,000 active;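 active = inhibition above its plate's cutoff, the mean of tested wells on that plate plus 3 SD, cut at about 29% in these data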;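 also: 0% = Melanotan II alone and 100% = Melanotan II plus saturating MCL0020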
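Test system: U2OS cells stably expressing human melanocortin 4 receptor (MC4R); also added: Melanotan II challenge; compound: 6.5 µM single dose; timing: 30-min compound preincubation, 1-h Melanotan II challenge, 1-h detection, room temperature; signal: Eu-cAMP/anti-cAMP TR-FRET, emission 671 nm; repeats: one well per compound, no replicates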
PDI turbidity = PDI (human) enzyme inhibition; PDI insulin aggregation turbidity, A650, 90 min; inhibition, % at 10 µM; P07237; 0.052% of 350,000 active;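 active = mean inhibition across replicates of 30% or more, whatever share of single replicates reach that level; inconclusive = mean inhibition below 30% while every single replicate reaches 30%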;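 also: absorbance from insulin aggregation driven by PDI reduction with DTT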
ABHD5-PLIN5 inh = ABHD5-PLIN5 protein interaction inhibition; 0.78% of 360,000 active; inhibition, % at 4 µM; AID 602281; Q00G26+Q8WTS1; Split G. princeps luciferase complementation, luminescence, 4 h;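 active = inhibition above the mean inhibition across every tested compound plus 3 SD, cut at about 22% in these data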;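 also: 0% = DMSO only wells and the 100% control is not disclosed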
Granule exo inh = blocks lytic granule exocytosis | TALL-104 LAMP-1 surface exposure, flow cytometry; cells stimulated with thapsigargin and PMA | inhibition, % at 10 µM | 0.66% of 360,000 active | AID 651702;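 active = inhibition above about 55%, limit read from the data; inconclusive = no clear call, values can overlap the other calls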
N-glyco inh = N-linked glycosylation inhibition; D54 ERlucT glycosylation luciferase reporter, 24 h; percent of 100 nM tunicamycin response; reporter increase, % at 12.5 µM; 0.23% of 360,000 active;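 active = mean luciferase reporter signal, scaled so untreated is 0 and the glycosylation-blocking control 100, at or above a set limit in every replicate; inconclusive = mean reaches the limit but not every replicate does; inactive = mean below the limit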;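 also: luciferase carries N-glycosylation sites so blocking glycosylation raises the light; 0% = median of neutral control wells and 100% = median of 100 nM tunicamycin wells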
m5-HT2A agonist = mouse HTR2A agonism via beta-arrestin recruitment. P35363. CHO-K1 mHTR2A beta-arrestin complementation, luminescence; percent of 30 µM serotonin response. activation, % at 7.6 µM. 0.66% of 360,000 active. AID 624169;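 active = activation above a run cutoff, the mean activation of all tested compounds plus 3 SD, cut at about 14% in these data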;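 also: 0% = plate median of compound wells and 100% = 30 µM serotonin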
Target sequence (P35363 whole entry, looked up): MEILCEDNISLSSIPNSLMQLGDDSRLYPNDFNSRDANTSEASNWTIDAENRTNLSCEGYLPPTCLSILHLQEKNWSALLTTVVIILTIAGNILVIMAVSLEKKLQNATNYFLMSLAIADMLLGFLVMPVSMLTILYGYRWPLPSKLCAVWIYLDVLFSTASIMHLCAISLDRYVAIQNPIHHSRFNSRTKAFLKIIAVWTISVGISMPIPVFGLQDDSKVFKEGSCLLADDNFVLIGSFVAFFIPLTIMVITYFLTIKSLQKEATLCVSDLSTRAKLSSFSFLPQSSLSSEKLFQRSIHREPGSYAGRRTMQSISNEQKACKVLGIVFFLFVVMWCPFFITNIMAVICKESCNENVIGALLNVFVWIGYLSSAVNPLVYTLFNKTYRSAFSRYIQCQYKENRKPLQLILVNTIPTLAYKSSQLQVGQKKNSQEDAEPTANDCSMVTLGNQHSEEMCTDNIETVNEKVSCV
Active calls of the source: *; ? = inconclusive; · = not tested or not shown.

SMILES | ABCB6 inh MLPCN | MC4R barr agon | H9c2 protect | CaV13 ICDI inh | MC4R antag cAMP | PDI turbidity | ABHD5-PLIN5 inh | Granule exo inh | N-glyco inh | m5-HT2A agonist
CC(=O)c1ccc(OCC(O)CN2CCN(S(=O)(=O)c3cccc(Br)c3)CC2)cc1 (centres undefined) | 95 | -0.9 | -1 | -4 | 8 | 0 | 7 | 2 | 2 | 2
Cc1ccc(C)c(S(=O)(=O)N2CCCOC2CNC(=O)C(=O)NC2CCCCC2)c1 (centres undefined) | 95 | -2.1 | 7 | -6 | 4 | -8 | 4 | -1 | 0 | -2
O=C(Nc1nccs1)c1ccc(-c2ccccc2Cl)o1 | 95 | -2.4 | -3 | -5 | -11 | -25 | 1 | -3 | -2 | -4
O=C(Nc1cccc(Br)c1)c1ccn[nH]1 | 100 | -2.1 | -1 | -6 | 3 | 0 | -12 | 1 | 4 | 1
O=C(Nc1ccc(NC(=S)NC(=O)c2cccs2)cc1)c1ccccc1 | 99 | 7.7 | -5 | -7 | 7 | -3 | -5 | 0 | -3 | -3
C=C1c2cccc(OC)c2O[C@H](C(=O)OCC)[C@@H]1CC(CC)CCCC (some centres undefined) | 104 | 1.8 | -6 | -6 | 7 | 8 | 10 | 13 | -3 | 4
O=C(c1ccco1)N1CCN(c2cc(C(F)(F)F)nc3ncnn23)CC1 | 101 | 0.1 | 3 | -9 | 3 | 1 | -3 | 1 | 2 | -1
COc1ccccc1OCCNC(=O)C(CCSC)NC(=O)COc1ccccc1 (centres undefined) | 110 | -1.1 | 3 | -3 | 3 | -11 | -5 | -4 | -1 | -3
CC(C)NC(=O)COC(=O)c1cc(F)c(F)cc1Cl | 89 | -2.7 | -3 | -6 | -1 | -11 | -2 | -2 | 3 | 2
CCOCCc1nnc(NC(=O)CN2C(=O)c3ccccc3C2=O)s1 | 100 | 1.3 | 5 | -5 | -6 | -3 | 7 | 2 | 1 | 4
C/C(=N\NC(=O)c1cc(C(C)(C)C)[nH]n1)C12CC3CC(CC(C3)C1)C2 | 100 | 2.0 | 1 | -2 | 14 | 5 | -2 | 1 | -10 | -7
CCC(Oc1ccccc1)C(=O)O/N=C(\N)c1ccc(OC)c(OC)c1 (centres undefined) | 97 | -1.2 | -11 | 1 | 6 | -2 | 0 | -4 | -6 | -2
O=C(c1ccco1)N1CCN(C(=O)C2Cc3ccccc3CN2S(=O)(=O)c2ccc(F)cc2)CC1 (centres undefined) | 117 | -0.8 | -2 | · | 10 | -2 | 2 | -2 | -1 | 4
Cc1ccc(C(=O)NNC(=S)NC(=O)c2ccc(Cl)cc2Cl)cc1 | 94 | -5.3 | 54* | -7 | 1 | -7 | -5 | 10 | 2 | 3
O=C1NCCCN1C1OC(CO)C(O)C1O (centres undefined) | 97 | 0.6 | -4 | -3 | 7 | -6 | 0 | 1 | 3 | 2
C=C(C)COc1ccc(-c2ncncc2-c2ccc(OC)cc2)c(O)c1 | 96 | 1.4 | -5 | -12 | 1 | 17 | -3 | 0 | -5 | 0
O=C(CCSc1ccccc1)Nc1nc2c(s1)CCCC2 | 96 | 1.6 | -10 | -8 | 5 | 16 | -6 | 2 | -6 | -4
CC1(C)CC(=O)C2=C(C1)OC(N)=C(C#N)C2c1ccsc1 (centres undefined) | 110 | -1.3 | 8 | · | 4 | 2 | -5 | -3 | 1 | 0
COC(=O)CCC(=O)OC1(C)C(=O)C=C2C=C(C3CC3)N(C3CC3)C=C2C1=O (centres undefined) | 91 | -0.6 | 1 | -4 | 4 | 9 | -2 | 2 | 7 | 9
CC(C)(C)C(=O)Nc1nnc(-c2ccccc2)c(-c2ccccc2)n1 | 95 | -2.5 | -4 | -4 | -11 | -9 | -3 | -6 | -1 | 5
CCc1ccc(S(=O)(=O)Nc2c(C)nn(C)c2C)cc1 | 99 | -0.2 | -11 | -5 | 7 | 2 | -3 | 1 | 0 | 5
c1nnc(NCNc2nncs2)s1 | 97 | -0.7 | -4 | -6 | 1 | 3 | 3 | 1 | 3 | -1
COc1ccccc1N1CCN(CC(=O)Nc2sccc2C#N)CC1 | 97 | 1.4 | 3 | -3 | 7 | -3 | -3 | -2 | 1 | -3
CC(OC(=O)Nc1ccccc1)C(=O)OC1CCCCC1 (centres undefined) | 99 | 1.7 | -2 | -10 | -1 | -29 | 13 | 2 | 0 | 5
CC(=O)Nc1cccc(-c2ccnc3c2CC(C(=O)NCC2CCOCC2)O3)c1 (centres undefined) | 105 | -1.3 | -4 | -9 | -3 | -3 | -4 | 2 | 5 | -1
CN(C(=O)c1cccc(C#N)c1)c1nnc(C2CCOC2)s1 (centres undefined) | 146 | -1.2 | 3 | -5 | 2 | 5 | 8 | -3 | 3 | 2
OC1(c2ccccc2F)CCN(Cc2nnnn2CCc2ccccc2)CC1 | 100 | -0.9 | 3 | · | 6 | -3 | 3 | -3 | 0 | -1
O=C(O)CCc1ccc(S(=O)(=O)Nc2ccccc2N2CCCCC2)cc1 | 96 | -2.2 | -1 | -2 | 5 | -3 | -4 | 5 | 2 | -1
Cc1cc2nc(C3CCCCC3)c(Cc3ccccc3C(F)(F)F)n2c(C)c1Br | 127 | · | · | -5 | · | · | -5 | -5 | · | 0
S=C(Nc1ccccc1)Nc1ccc(Cl)cc1Cl | 103 | 1.0 | 10 | -2 | 5 | 18 | -4 | -4 | -1 | 3

The final 2 entries of the part above open the next one.
SMILES | ABCB6 inh MLPCN | MC4R barr agon | H9c2 protect | CaV13 ICDI inh | MC4R antag cAMP | PDI turbidity | ABHD5-PLIN5 inh | Granule exo inh | N-glyco inh | m5-HT2A agonist
Cc1cc2nc(C3CCCCC3)c(Cc3ccccc3C(F)(F)F)n2c(C)c1Br | 127 | · | · | -5 | · | · | -5 | -5 | · | 0
S=C(Nc1ccccc1)Nc1ccc(Cl)cc1Cl | 103 | 1.0 | 10 | -2 | 5 | 18 | -4 | -4 | -1 | 3
COc1ccccc1NS(=O)(=O)c1ccc2oc(=O)ccc2c1 | 99 | -0.6 | 7 | -1 | 1 | 7 | -3 | 2 | 1 | 2
Cc1oc(-c2ccc(Cl)cc2)nc1CN1CCC(C(=O)N2CCN(Cc3ccccc3)CC2)CC1 | 106 | 0.3 | -24 | -2 | 9 | · | -3 | 10 | -1 | -3
Cc1ccc(-c2csc(/C(C#N)=C/Nc3ccccc3SC(F)(F)F)n2)c(C)c1 | 106 | -1.2 | -23 | -1 | 10 | -2 | 0 | -15 | -4 | -1
COc1ccc(CCNC(=O)CSc2ccsc2[N+](=O)[O-])c(OC)c1 | 101 | -0.9 | 5 | -4 | -3 | -13 | 4 | 1 | -3 | 2
O=C(CCCn1c(SCC(=O)NCCc2ccccc2)nc2ccccc2c1=O)NCC1CCCO1 (centres undefined) | 95 | 1.1 | -3 | -3 | 2 | 0 | -4 | 0 | 0 | 6
CCOC(=O)C1(Cc2cccc(F)c2)CCN(C(=O)c2ccoc2C)CC1 | 95 | -2.8 | 12 | -2 | 0 | 4 | 0 | -6 | 2 | 1
CS(=O)(=O)N(CC(=O)N1CCc2ccccc2C1)c1cccc(Br)c1 | 100 | -0.1 | 10 | -4 | 20 | 1 | -2 | -3 | -1 | 4
COc1cc(NC(=O)c2ccc(Cl)cc2)c(OC)cc1NC(=O)CN1CCOCC1 | 104 | -2.4 | 18 | · | 10 | 1 | -1 | -1 | -6 | -2
CCCc1ccc(S(=O)(=O)NCc2nnc(SC)n2C)cc1 | 63* | -0.9 | 4 | -5 | -4 | 0 | -1 | -11 | 1 | 2
COc1ccccc1/C=C/C(=O)NC(=S)N(C)C1CCCCC1 | 97 | 1.2 | 2 | -8 | 0 | -2 | -11 | 0 | -1 | -2
COc1ccc(N2CCN(C(=O)c3cc4c(-c5cccc(OC)c5)nn(C)c4s3)CC2)cc1 | 90 | 0.5 | 19 | -5 | 4 | 5 | 7 | -1 | -3 | 8
O=C(Oc1ccc2c3c(c(=O)oc2c1)CCC3)c1ccco1 | 113 | -0.9 | 33 | -7 | -6 | 0 | 3 | 1 | 3 | 1
COc1cc(/C=C2\SC(=O)NC2=O)ccc1Oc1ccc([N+](=O)[O-])cn1 | 100 | 0.4 | -14 | -5 | 1 | 6 | 6 | 8 | 0 | 1
O=C(O)CC(C(=O)NC1CCCCC1)C1CCCO1 (centres undefined) | 98 | 0.2 | -2 | -6 | 3 | 2 | 1 | -2 | 2 | -2
CC(=O)C(Cc1ccccc1)(Cc1ccccc1)C(C)=O | 91 | 0.3 | 6 | -2 | 7 | 11 | 6 | -4 | -2 | -2
O=S(=O)(Nc1nc2ccccc2nc1Nc1ccc2c(c1)OCO2)c1ccccc1 | 99 | 2.6 | -11 | -8 | 12 | 11 | -1 | -1 | -1 | 3
O=S(=O)(NCC1CCCO1)c1ccc(Br)s1 (centres undefined) | 89 | -1.7 | -4 | -4 | -1 | 1 | 3 | 0 | 0 | 0
Cc1cccc(C)c1-n1nnnc1C1c2ccccc2C(=O)N1CCc1ccc(O)cc1 (centres undefined) | 91 | · | · | -7 | · | · | 10 | -3 | · | 0
CCn1c(SCC(=O)NC2CC2)nnc1-c1ccccc1 | 103 | -1.2 | 1 | -4 | 7 | ? | -1 | 26 | 2 | -5
Cc1nc(N2CCOCC2)sc1C(=O)NN | 96 | -0.4 | -8 | -2 | 4 | -4 | -5 | 6 | 6 | -1
CCCCNC(=O)C1CCCN(S(=O)(=O)CC)C1 (centres undefined) | 103 | -3.6 | 1 | -6 | 10 | 7 | 0 | -2 | 0 | -1
CN(Cc1ccccc1)C(=O)c1oc(=O)c2ccccc2c1-c1ccccc1 | 96 | 0.2 | -8 | -6 | 19 | 0 | 0 | -3 | -6 | 0
O=C(Cc1ccccc1)NNC1=NS(=O)(=O)c2ccccc21 | 98 | -0.4 | -3 | -5 | 13 | 3 | 0 | 0 | 1 | -5
COc1ccc(C(=O)OCC(=O)N2CCCC2=O)c(OC)c1 | 102 | 5.1 | -3 | 11 | -5 | 1 | 13 | 0 | 3 | 9
COc1ccccc1-c1nc2c(c(SCC(=O)N3CCCCC3)n1)Cc1c(CO)cnc(C)c1O2 | 97 | -3.3 | 37 | -3 | -5 | -7 | 4 | 2 | -1 | 15*
COc1ccc(C2=Nn3c(nnc3-c3ccccc3F)SC2)cc1OC1CCCC1 | 92 | 2.8 | 8 | -6 | -48 | -7 | -4 | -3 | -5 | -1
O=C(COc1ccc2oc(-c3ccccc3)cc(=O)c2c1)Nc1ccccc1 | 101 | 4.8 | -22 | -3 | -14 | -3 | -1 | 8 | 1 | 1
COc1ccc(OCC(=O)Nc2ccc(S(=O)(=O)Nc3cc(C)nc(C)n3)cc2)cc1 | 103 | -0.1 | -8 | -5 | 0 | -2 | -1 | 0 | 0 | 1
CCOC(=O)c1ccc(Nc2cc(C)nc3nc(C)nn23)cc1 | 100 | -1.0 | -2 | -5 | 1 | -5 | -2 | -2 | 0 | -2
